EBNA-1 inhibitor: blocks EBNA-1 binding to DNA | 300,000 tested, 0.34% active | EBNA-1 DNA binding, fluorescence polarization | inhibition, % at 14.8 µM; in the data active = inhibition above about 28%
procasp7 counter: activates human procaspase-7, counter-screen for procaspase-3 activators; P55210; recombinant procaspase-7, Ac-DEVD-pNA absorbance 405 nm; D23A/D198A/D206A triple mutant, cannot self-cleave; scale: DMSO 0, 5 µM enzyme 100; activation, % at 8.5 µM; 330,000 tested, 0.093% active; AID 463210;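 active = percent activation above the screen-wide mean plus 3 SD, cut at about 25% in these data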
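System: Uncleavable procaspase-7 mutant enzyme; Amount: 2 µM procaspase-7 mutant as dispensed; Schedule: 1 h compound preincubation, 2 h substrate cleavage, 25 °C; Measured by: 405 nm absorbance of p-nitroaniline; Evaluation: percent activation from buffer-corrected 0–120 min absorbance change; Control set: low DMSO alone, high DMSO plus 5 µM PC-7.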
MEP2 TOR yeast: modulators of TOR pathway MEP2-GFP in S. cerevisiae | S. cerevisiae MEP2-GFP strain, flow cytometry GFP, 3 h; 100% = DMSO control level | GFP response vs DMSO, % at 10 µM | 330,000 tested, 0.51% active | AID 2016;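 active = GFP response versus DMSO above a set limit, roughly screen mean plus 3 SD, cut at about 180% in these data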;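 also: median GFP fluorescence of the barcode-gated MEP2-GFP cells per well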
ZTA DNA inh: counter-screen for EBNA-1 inhibitors: inhibitors of Epstein-Barr virus ZTA. P03206. ZTA-DNA binding, fluorescence polarization. inhibition, % at 11 µM. 320,000 tested, 0.15% active; in the data active = inhibition above about 33%
proCasp3 act: procaspase-3 (human) activation; AID 463141; P42574; recombinant procaspase-3 D3A, Ac-DEVD-pNA absorbance 405 nm; activation, % at 8.5 µM; 330,000 tested, 0.11% active;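 active = activation above the mean of all tested compounds plus 3 SD, cut at about 21% in these data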;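 also: 0% = DMSO alone and 100% = DMSO wells spiked with extra 5 µM PC-3 D3A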
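assay system = Procaspase-3 D3A mutant | signal = absorbance at 405 nm, 0 and 120 min | times = 1 h preincubation plus 2 h reaction at 25 °C | repeats = single replicate | read-out = % activation between DMSO and enzyme-spiked controls | medium = Zinc-free HEPES saline buffer with Triton X-100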
RPL19A TOR yeast: alters RPL19A-GFP fluorescence in TOR pathway yeast screen; AID 2025; percent response vs DMSO, % at 10 µM; 330,000 tested, 0.3% active; S. cerevisiae RPL19A-GFP strain, flow cytometry, 3 h; hits give low values;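 active = percent response vs DMSO below 50%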;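 also: median channel GFP fluorescence of the barcoded RPL19A-GFP strain; ratio of sample median GFP to plate DMSO average so 100% = DMSO; lower means less RPL19A-GFP as with rapamycin TOR inhibition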
LAP4 TOR yeast: alters LAP4-GFP fluorescence in TOR pathway yeast screen; S. cerevisiae LAP4-GFP multiplex, flow cytometry GFP, 3 h; median GFP as percent of DMSO wells; GFP response vs DMSO, % at 10 µM; 320,000 tested, 0.34% active;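 active = GFP response vs DMSO above a set limit, about the screen mean plus 3 SD, cut at about 150% in these data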
AHR activator: activates the human aryl hydrocarbon receptor. P35869. AHR-responsive luciferase reporter cells, luminescence. activation, % at 5 µM. 320,000 tested, 2.5% active; in the data active = activation above about 47%;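 also: 0% = vehicle wells and 100% = reference agonist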
* marks the source's active call; other numbers are inactive results; · = not tested or not shown.

SMILES	EBNA-1 inhibitor	procasp7 counter	MEP2 TOR yeast	ZTA DNA inh	proCasp3 act	RPL19A TOR yeast	LAP4 TOR yeast	AHR activator
CC12CCC(=O)N1C(C(=O)Nc1ccc(F)cc1)CS2 (stereo unspecified)	7.7	3.3	116.8	-3.0	-0.1	108.4	107.1	-1.9
COc1ccc(/C=C/C(=O)NC(=S)NNC(=O)c2cccs2)cc1	5.0	-24.1	106.0	0.6	-12.6	100.1	92.5	93.8*
N/C(CC(=O)Nc1ccc(F)cc1F)=N\OC(=O)c1cccs1	2.9	3.2	102.0	6.3	4.5	101.5	112.5	0.6
Cc1c(C(=O)NCCc2ccc(Cl)cc2)sc2nc3n(c(=O)c12)CCC3	5.4	-1.0	111.7	-1.1	8.7	96.5	110.5	-2.3
COc1ccc(CN2CCN(Cc3ccon3)CC2CCO)c(C)c1C (stereo unspecified)	1.9	10.4	88.2	1.3	3.9	92.0	89.2	9.1
N#Cc1c(N)c(C#N)c(-c2ccc3c(c2)OCO3)c2c1CCCC2	-0.2	1.8	103.0	-13.7	4.5	97.2	100.1	15.1
OCC[C@H]1C[C@@H](O)[C@H](O)[C@]2(Cc3ccccc3O2)O1	4.9	7.8	91.7	-10.1	-0.9	94.8	122.3	4.0
O=C(c1nc2ncccn2n1)N1CCN(c2ccc(F)cc2)CC1	-0.3	4.5	101.0	19.1	7.4	100.3	107.0	2.5
CN(C)c1cccc(C(=O)Nc2cccc(S(=O)(=O)NC3=NCCC3)c2)c1	9.5	-1.1	102.8	7.2	-1.2	104.3	79.9	16.9
CCN1C(=O)C(Cc2nc3ccccc3c(=O)n2C)c2ccccc21 (stereo unspecified)	-8.0	2.6	98.8	-8.9	6.9	96.5	103.0	22.6
CCc1ccccc1NC(=O)/C(=C/c1ccco1)c1ccccc1	-5.3	-0.1	92.9	-3.7	-1.4	96.5	86.9	1.5
CC(C)(Oc1ccc(Cl)cc1)C(=O)Nc1ccc2oc(-c3ccncc3)nc2c1	5.0	3.8	104.7	-0.1	8.7	106.2	101.7	-5.7
CC(=O)Nc1ccc(NC(=O)c2ccnn2C)cc1	-2.2	-4.8	99.7	-7.7	1.4	102.9	108.6	1.8
CCCCOc1cccc(C(=O)NNC(=S)NC2CCCCC2)c1	-1.5	1.0	103.5	3.0	0.9	104.3	102.9	2.7
COc1cc(/C=C2/SC(=S)N(Cc3ccccc3)C2=O)ccc1O	-5.9	-0.3	109.0	9.5	-11.3	110.5	94.3	0.9
S=c1[nH]nc(-c2ccco2)n1/N=C/C=C/c1ccco1	2.0	-10.1	101.5	8.9	-1.5	99.3	91.5	5.5
Cc1ccc(C(=O)NC(=S)NCc2ccccc2)cc1	0.1	-4.1	91.5	-9.5	-22.6	98.9	89.5	2.9
CCC(C)c1ccc(OCC(=O)Nc2ccc3c(c2)C(=O)NC3=O)cc1 (stereo unspecified)	9.2	7.2	103.5	9.8	-1.8	107.3	108.8	-9.6
CCN(CC)c1ccc(S(=O)(=O)N2CCOCC2)cc1NC(=O)CSc1n[nH]c(N)n1	-3.4	-9.5	105.9	-7.0	6.5	99.3	105.0	3.5
Cc1ccc(CNC(=O)/C(C#N)=C/c2ccc(C)s2)cc1	2.3	-0.8	80.8	14.8	0.9	90.6	84.3	-0.5

Two successive compounds already listed, quoted:
SMILES	EBNA-1 inhibitor	procasp7 counter	MEP2 TOR yeast	ZTA DNA inh	proCasp3 act	RPL19A TOR yeast	LAP4 TOR yeast	AHR activator
CCN(CC)c1ccc(S(=O)(=O)N2CCOCC2)cc1NC(=O)CSc1n[nH]c(N)n1	-3.4	-9.5	105.9	-7.0	6.5	99.3	105.0	3.5
Cc1ccc(CNC(=O)/C(C#N)=C/c2ccc(C)s2)cc1	2.3	-0.8	80.8	14.8	0.9	90.6	84.3	-0.5

Further results follow:
SMILES	EBNA-1 inhibitor	procasp7 counter	MEP2 TOR yeast	ZTA DNA inh	proCasp3 act	RPL19A TOR yeast	LAP4 TOR yeast	AHR activator
Cc1ccc(NC(=O)c2cc(S(=O)(=O)N3CCOCC3)cn2C)cc1F	3.1	-2.7	99.5	-4.0	-0.4	99.8	101.3	6.6
COc1cccc(/C=C/C(=O)OCCN2C(=O)c3ccccc3C2=O)c1	-0.8	8.0	108.5	-0.3	2.2	103.7	90.2	3.8
Cc1cc(C)c(NC(=S)N(CCN(C)C)Cc2cccs2)c(C)c1	-0.2	-11.0	101.5	7.9	-2.5	102.6	105.2	-0.9
Cc1cc(-c2ccccc2)nc(N/N=C/c2ccc(O)cc2O)n1	-13.6	3.5	91.9	-6.7	-3.7	94.4	82.3	1.2
CC(C)C(c1nnnn1C1CCCC1)N1CCCc2ccccc21 (stereo unspecified)	-6.0	-0.9	108.2	-3.1	-1.6	108.0	101.2	3.0
Cc1nc(S/C(C(=O)O)=C2/C(=O)Nc3ccccc32)n[nH]1	8.4	10.4	95.2	-6.0	-4.1	100.2	112.0	21.0
CCOC(=O)C1=C(O)C(=O)N(CCCn2ccnc2)C1c1ccc(C)cc1 (stereo unspecified)	-14.8	2.8	99.5	3.0	1.1	95.8	100.0	1.4
COc1ccc(Cl)cc1NC(=O)C(C)N1CCN(C/C=C/c2ccccc2)CC1 (stereo unspecified)	-10.3	14.8	90.1	4.2	-0.8	94.9	92.4	11.7
COc1ccc(C(=O)NCC2(c3ccc(OC)c(OC)c3)CCCC2)c(OC)c1	7.4	2.1	108.0	1.1	-2.3	99.5	94.7	2.9
O=C(COC(=O)COc1cccc(C(F)(F)F)c1)NC1CCS(=O)(=O)C1 (stereo unspecified)	9.2	14.6	101.0	12.8	3.2	92.0	103.7	-2.4
Cc1ccc(NCC(=O)N/N=C/c2cccn2C)cc1	3.1	3.9	97.8	7.0	3.9	95.1	108.6	27.5
Cc1cc(-c2ccccc2)[nH]c(=O)c1C#N	12.7	1.0	97.1	10.5	2.2	104.2	110.0	-1.3
CCOC(=O)C1CCCN(C(=O)c2cc3ccccc3oc2=O)C1 (stereo unspecified)	-14.0	2.9	92.3	-10.1	-4.5	91.2	92.7	5.4
Cc1cc(NC(=O)CSc2nnc(NC(=O)C3CC(=O)N(c4ccccc4)C3)s2)no1 (stereo unspecified)	83.4*	0.8	113.0	-23.0	-3.9	104.1	100.8	-0.9
Cc1ccc(C2CC(=O)NC(SCC(=O)OCc3ccccc3)=C2C#N)o1 (stereo unspecified)	4.2	2.2	100.0	8.6	-7.4	93.2	108.0	6.8
COC(=O)c1ccccc1NC(=S)NC(NC(=O)COc1ccccc1)C(Cl)(Cl)Cl (stereo unspecified)	-19.2	-4.4	96.6	-12.7	-5.2	101.5	99.9	3.0
CON(C)c1nc(OCC#N)nc(N(C)C)n1	-11.1	-16.0	105.2	-15.5	1.1	112.3	101.5	-1.0
CCOC(=O)c1c(C)[nH]c(C(=O)OCC(=O)Nc2cc(C)c(Cl)cc2OC)c1C	-9.3	5.9	95.9	-17.2	-8.1	99.4	94.2	19.3
Cc1nc(-c2ccc(F)cc2)c(CC(=O)Nc2cccc(S(=O)(=O)N3CCOCC3)c2)s1	-4.2	11.4	93.7	0.4	3.9	95.2	106.7	-1.6
CN(Cc1ccccc1)Cc1nc2c(c(=O)n(C)c(=O)n2C)n1Cc1ccc(Cl)cc1	-6.1	-6.0	106.3	7.5	-2.8	111.0	108.2	0.3
Cc1cc(C)c(S(=O)(=O)Nc2ccc(O)cc2)c(C)c1	4.3	-0.5	102.0	-11.4	1.7	99.6	102.9	-3.3
COCCn1ccc2c(OCC(=O)NCc3ccc(C)cc3)cccc2c1=O	12.2	7.5	99.5	-5.8	6.0	98.3	99.0	3.4
Cc1ccc2cc(C(c3nnnn3Cc3ccccc3)N3CCc4ccccc43)c(=O)[nH]c2c1 (stereo unspecified)	1.5	-15.3	90.5	5.9	-10.4	94.4	96.4	12.8
Cc1ccc2oc(C(=O)N3CCN(Cc4ncccc4C)CC3)c(C)c2c1	7.2	1.6	119.5	-0.6	6.5	105.0	82.8	1.9
Cc1ccccc1CN1CCN(C(=O)c2ccco2)CC1	-14.0	1.6	99.3	-8.8	13.3	99.2	96.0	0.6
Cc1ccc(N2CCN(S(=O)(=O)c3ccc4c(c3)n(C)c(=O)c(=O)n4C)CC2C)cc1 (stereo unspecified)	-2.7	0.9	104.0	2.1	-9.0	97.4	94.7	-0.6
CCOc1ccccc1N1CC(C(=O)NNC(=O)c2cc(OC)c(OC)c(OC)c2)CC1=O (stereo unspecified)	·	-7.2	100.7	5.8	7.0	102.9	104.2	0.2
COc1ccccc1NS(=O)(=O)c1cccc(C(=O)N/N=C/c2cn(-c3ccccc3)nc2-c2ccccc2)c1	-5.8	5.3	135.4	-15.3	-0.9	105.1	106.8	-6.2
C(=N\n1cnnc1)/c1cn(-c2cccs2)nc1-c1ccccc1	10.7	14.7	109.1	16.7	14.9	103.3	98.6	16.8
O=C(CSc1nccc(=O)[nH]1)NCc1ccco1	12.7	-11.2	119.6	0.2	4.1	99.0	107.7	-0.5
COc1ccc(NC(=O)CC2SC(=Nc3ccccc3)NC2=O)cc1 (stereo unspecified)	9.1	-2.4	99.3	2.0	-2.6	98.4	100.5	5.3
CC1=C(C(=O)OC(C)C)C(c2c(O)ccc3ccccc23)NC(=O)N1 (stereo unspecified)	5.3	-3.9	102.8	3.7	-3.0	99.3	101.5	6.7
COc1ccc(S(=O)(=O)n2cnc3cc(C)c(C)cc32)cc1C	0.9	0.8	98.8	0.4	3.7	96.4	111.5	-0.3
CCN(Cc1ccccc1)Cc1c(F)cccc1F	2.6	-6.7	98.3	-22.5	6.6	97.8	97.3	3.1
Cc1ccc(CNC(=O)c2nnn(CC(=O)Nc3cccc(C)c3C)c2N)cc1	3.4	8.4	101.0	-0.9	6.7	98.4	99.4	-0.9
Cc1ccc(S(=O)(=O)/N=C2/C=C(Sc3ncn[nH]3)C(=O)c3ccccc32)c(C)c1	5.8	-19.6	92.8	31.1	-28.8	98.9	105.6	49.9*
CC(C)(C)c1ccc(COc2ccsc2C(=O)O)cc1	0.5	2.3	92.3	14.4	-3.5	97.3	81.2	5.5
CCCNC(=O)NC(=O)COC(=O)c1cccc(NS(=O)(=O)c2ccc(F)c(F)c2)c1	14.4	3.1	110.0	-1.3	8.4	103.5	101.0	0.7
O=C(Nc1ccc2c(c1)OCO2)C1CCN(C(=O)c2ccc(Br)cc2)CC1	11.5	1.3	104.3	6.5	-3.5	105.4	96.9	16.4
COc1ccc(C2N=C(N)N=C(N)N2c2ccccc2)cc1OC (stereo unspecified)	4.8	-0.6	101.9	16.3	0.6	103.5	96.8	-0.2
Cc1cc(C(=O)CSc2nn3c(=O)c(C(C)(C)C)nnc3s2)c(C)n1C	-2.1	-7.7	102.8	-6.7	-10.9	105.7	94.6	-0.3
Cc1ccc(Cl)cc1N1CCN(C(=O)c2ccc(NS(=O)(=O)c3c(C)noc3C)cc2)CC1	-3.7	-12.8	95.9	3.8	-9.7	91.9	·	6.6
CCc1nnc(SCC(=O)Nc2ccc(F)cc2)o1	2.6	-0.3	89.1	-5.3	3.5	104.7	76.7	0.9

Single records (already shown). Values in the order: EBNA-1 inhibitor	procasp7 counter	MEP2 TOR yeast	ZTA DNA inh	proCasp3 act	RPL19A TOR yeast	LAP4 TOR yeast	AHR activator
Shown for Cc1ccc(CNC(=O)c2nnn(CC(=O)Nc3cccc(C)c3C)c2N)cc1 : 3.4	8.4	101.0	-0.9	6.7	98.4	99.4	-0.9
Shown for COc1ccc(S(=O)(=O)n2cnc3cc(C)c(C)cc32)cc1C : 0.9	0.8	98.8	0.4	3.7	96.4	111.5	-0.3
Shown for COc1ccc(C2N=C(N)N=C(N)N2c2ccccc2)cc1OC (stereo unspecified) : 4.8	-0.6	101.9	16.3	0.6	103.5	96.8	-0.2
Shown for CCCNC(=O)NC(=O)COC(=O)c1cccc(NS(=O)(=O)c2ccc(F)c(F)c2)c1 : 14.4	3.1	110.0	-1.3	8.4	103.5	101.0	0.7

Screening data: PubChem BioAssay, several laboratories
